Screens deposited in PubChem by several laboratories.
CSN deneddyl inh – blocks human CSN-mediated cullin deneddylation | 0.38% of 360,000 active | Purified CSN, SCF-Nedd8-OG deneddylation, fluorescence polarization | AID 651999 | inhibition, % at 12.5 µM | Q92905;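 active = pattern-corrected inhibition above about 35%, with an unprinted fluorescence ratio check between 0.5 and 1.5, limit read from the data, passing the limit was not always enough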;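 also: 0% = enzyme with substrate and 100% = substrate without enzyme; some results filed as inactive read as strong as hits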
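test system = HEK293T-derived human Csn5 enzyme | amount = 0.24 nM Csn5 enzyme, final concentration | medium = Tris/NaCl/DTT buffer, pH 7.5 | schedule = 90 min reaction at room temperature | signal = FP | evaluation = inhibition of Csn5 cleavage, % | compound dosing = single dose of 12.5 µM compound with 0.25% DMSO | probe or stimulus = 10 nM SCFSkp2-Nedd8OG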
Tb MetRS inh – Trypanosoma brucei MetRS inhibition; purified T. brucei MetRS, ATP depletion, Kinase-Glo luminescence; inhibition, % at 11.9 µM; 0.4% of 360,000 active;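 active = inhibition above a per-plate cutoff of the control wells' mean inhibition plus 3 SD, cut at about 5.5% in these data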;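 also: 0% = DMSO wells median and 100% = median of wells with control inhibitor compound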
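Material – parasite MetRS enzyme · Medium – HEPES-MgCl2-KCl buffer plus DTT, spermine, BSA, pyrophosphatase · Reagent – ATP, methionine and E. coli bulk tRNA substrates · Times – 15 min enzyme-compound preincubation, 2 h reaction, 10 min detection, 25 °C · Measured by – luminescence of leftover ATP · Evaluation – percent inhibition relative to median high and low control wells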
DNMT1 block – inhibitors of human DNMT1 | 0.83% of 360,000 active | inhibition (reported as % activation of signal), % at 10 µM | DNMT1 molecular beacon, Hinp1I cleavage, fluorescence | AID 588458; in the data active = inhibition above about 50%
Target sequence (P26358 504-1616 limits assumed): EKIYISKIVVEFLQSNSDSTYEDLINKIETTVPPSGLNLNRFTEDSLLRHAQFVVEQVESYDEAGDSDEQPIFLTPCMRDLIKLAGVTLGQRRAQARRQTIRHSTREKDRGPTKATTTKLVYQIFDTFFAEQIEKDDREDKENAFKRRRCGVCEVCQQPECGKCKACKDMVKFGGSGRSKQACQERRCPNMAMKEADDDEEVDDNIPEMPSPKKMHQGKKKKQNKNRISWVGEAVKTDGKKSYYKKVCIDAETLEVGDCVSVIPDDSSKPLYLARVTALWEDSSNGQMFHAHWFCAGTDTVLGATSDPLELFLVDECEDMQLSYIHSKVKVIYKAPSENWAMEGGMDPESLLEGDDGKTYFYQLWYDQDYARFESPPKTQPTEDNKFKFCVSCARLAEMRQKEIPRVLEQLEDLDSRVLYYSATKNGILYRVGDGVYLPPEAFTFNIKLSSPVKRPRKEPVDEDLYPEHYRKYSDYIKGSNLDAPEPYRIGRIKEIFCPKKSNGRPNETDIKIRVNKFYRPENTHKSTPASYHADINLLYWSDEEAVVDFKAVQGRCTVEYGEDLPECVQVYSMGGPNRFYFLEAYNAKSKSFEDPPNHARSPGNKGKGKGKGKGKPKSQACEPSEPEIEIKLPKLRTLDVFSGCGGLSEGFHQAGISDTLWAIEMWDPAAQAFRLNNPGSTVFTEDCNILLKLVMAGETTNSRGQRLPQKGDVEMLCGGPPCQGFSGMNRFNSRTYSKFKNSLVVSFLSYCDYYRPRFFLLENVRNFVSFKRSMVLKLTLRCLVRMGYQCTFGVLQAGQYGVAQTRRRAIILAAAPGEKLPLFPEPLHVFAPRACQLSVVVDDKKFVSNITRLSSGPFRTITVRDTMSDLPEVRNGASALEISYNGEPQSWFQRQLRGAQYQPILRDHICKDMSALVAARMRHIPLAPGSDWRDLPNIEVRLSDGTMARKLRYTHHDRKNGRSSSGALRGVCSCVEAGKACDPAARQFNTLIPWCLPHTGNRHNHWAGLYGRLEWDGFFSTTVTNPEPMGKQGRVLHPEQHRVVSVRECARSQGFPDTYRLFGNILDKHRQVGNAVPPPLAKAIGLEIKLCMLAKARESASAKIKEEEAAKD
Scp-1 inhibitor – blocks human Scp-1 phosphatase activity; Q9GZU7; Recombinant Scp1, phosphopeptide, malachite green phosphate absorbance; inhibition, % at 20 µM; 0.88% of 340,000 active; AID 493091;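 active = inhibition above about 50% at 20 µM, limit read from the data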;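 also: plate controls were DMSO wells with enzyme for no effect and wells lacking enzyme for full effect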
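System: truncated SCP-1 phosphatase (76-261aa); medium: Tris acetate buffer pH 5.5 with MgCl2 and Tween-20; incubation: 45 min room-temperature reaction, 5 min colour, 30 min stabiliser; compound: single 20 µM dose, 1% DMSO; reagent: Phosphorylated 17-residue peptide substrate; read-out: % inhibition at 20 µM; technique: colorimetric free-phosphate detection, absorbance 630 nm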
STEP inh – STEP (human) phosphatase inhibition | recombinant STEP, OMFP fluorogenic substrate, fluorescence | inhibition, % at 20 µM | 0.25% of 360,000 active;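 active = inhibition at 20 µM, scaled per plate between control wells, above about 37%, limit read from the data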;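 also: 0% = DMSO with enzyme and substrate and 100% = substrate only without enzyme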
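material = STEP tyrosine phosphatase | reagent = fluorogenic phosphatase substrate OMFP at 25 µM final | doses = single compound dose of 20 µM, 1% DMSO final | schedule = 20 min reaction, room temperature, in the dark | measured by = fluorescence, 480/540 nm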
SUMO1-SIM PPI – modulators of human SUMO1-mediated protein-protein interactions | P63165 | inhibition, % at 20 µM | SUMO1 binding to a labelled peptide, TR-FRET, 1 h | 0.33% of 360,000 active; in the data active = inhibition above about 37%
Rpn11 block – inhibitors of human proteasome Rpn11; human 26S proteasome, Ub4-pepOG fluorescence polarization; 20S core pre-blocked with epoxomicin; calls only at 20 µM; 0.59% of 360,000 active; AID 588493;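 active = inhibition at 20 µM, scaled to each plate's controls, above about 33%, limit read from the data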
NadD block – blocks S. aureus nicotinate mononucleotide adenylyltransferase; purified NadD enzyme, colorimetric absorbance read-out; inhibition, % at 20 µM; AID 602399; 0.78% of 360,000 active; in the data active = inhibition above about 26%; also: some compounds past the cut are filed as inactive
PABP1 MLLE inh – blocks PAM2 peptide binding to the PABP1 MLLE domain; GST-MLLE / FITC-PAM2 fluorescence polarization; inhibition, % at 20 µM; 0.36% of 360,000 active; AID 588489; in the data active = inhibition above about 35%, passing the limit was not always enough;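 also: plate controls were DMSO wells with GST-MLLE for no effect and wells lacking GST-MLLE protein for full effect; some results filed as inactive read as strong as hits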
LMPTP block – LMPTP (human) inhibition. recombinant LMPTP-A, OMFP fluorogenic substrate, fluorescence intensity. inhibition, % at 20 µM. 0.22% of 360,000 active. AID 651560;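 active = compounds that cut the enzyme signal by at least half of the control window in the single-dose screen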;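 also: plate controls were DMSO wells with enzyme plus substrate for no effect and substrate without enzyme for full effect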
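Assay system: LMPTP-A enzyme. Input: 0.625 nM LMPTP-A final. Probe or stimulus: 400 µM OMFP. Compound dosing: single 20 µM dose. Schedule: 50 min dark incubation at room temperature. Detection: fluorescence intensity of OMFP turnover product. Read-out: percent inhibition versus substrate-only and uninhibited controls. Benchmarks: no-enzyme low control, uninhibited high control.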
Numbers without * were called inactive; i = inactive; / = not tested or not shown; + = active, no number.

SMILES	CSN deneddyl inh	Tb MetRS inh	DNMT1 block	Scp-1 inhibitor	STEP inh	SUMO1-SIM PPI	Rpn11 block	NadD block	PABP1 MLLE inh	LMPTP block
O=C(Nc1cccc2ccccc12)NC1CCCc2ccccc21 (stereo not drawn)	1	-0.5	20	-6	-3	-4	i	0	4	-0.4
COCCn1c(=O)[nH]c2cc(C(=O)N3CCN(c4cc(C)ccc4C)CC3)ccc2c1=O	1	0.9	-2	-5	-2	3	i	-11	-3	1.1
COc1ccc(CN2CCN(S(=O)(=O)c3ccccc3)CC2)c(OC)c1OC	5	0.1	0	-4	0	-4	i	-7	-1	-1.2
CCN(C(=O)CSc1cc(C)c2cccc(C)c2n1)C1CCS(=O)(=O)C1 (stereo not drawn)	0	-0.4	3	-4	2	-1	i	3	4	-0.1
O=C(Nc1ccc(N2CCN(C(=O)c3ccccc3)CC2)cc1)c1ccc2c(c1)OCCO2	-6	0.1	-3	-7	-1	9	i	2	0	3.3
O=S(=O)(Nc1ccc(Br)cc1)c1cccc(NS(=O)(=O)c2cccs2)c1	-3	-0.2	1	-12	-6	7	i	3	7	1.5
COc1cccc(N2CCN(C(=O)c3nc4nc(C)cc(C)n4n3)CC2)c1	-2	-0.1	-1	-7	-1	1	i	-4	-9	1.6
C[C@@H]1CN([C@H](C)CO)C(=O)CCCn2cc(nn2)CO[C@H]1CN(C)C(=O)Nc1ccccc1F	2	-1.1	7	/	0	5	i	5	12	-2.5
COc1ccc(C(=O)N2C(=S)NC(=O)/C2=C\c2ccc(C)cc2)cc1	43*	-0.5	-2	6	3	-1	+	19	-52	4.4
COc1ccc(-c2noc(N3CCCC(C(=O)Nc4ccc(F)cc4F)C3)n2)cc1 (stereo not drawn)	0	-0.1	1	-9	2	2	i	-4	5	0.5
CCOC(=O)C1=CCN(S(=O)(=O)c2ccc(F)cc2)C1c1cccc(F)c1 (stereo not drawn)	2	-1.9	-3	/	2	2	i	-8	6	-0.3
COc1cc(OC)cc(C(=O)Nn2cc(C(=O)Nc3c(F)cccc3F)c3ccccc3c2=O)c1	-4	-1.0	0	-24	-4	12	i	8	7	1.1
O=C(/C=C/Nc1ccc(Br)cn1)c1cccc(OC(F)F)c1	1	-0.3	1	-8	2	-11	i	-4	-3	0.6
COc1cccc(NC(=O)N2CCC(C(=O)Nc3ccc(C)cc3C)CC2)c1	3	-1.0	5	0	-2	0	i	2	0	-1.7
CCC(OC(=O)c1ccco1)C(=O)NCc1ccc2c(c1)OCO2 (stereo not drawn)	-1	-0.8	2	7	2	-1	i	4	0	-1.0
CC(=O)Nc1cccc(C(=O)N/N=C/c2cccc(C)n2)c1	-4	2.4	0	-12	1	-4	i	-9	-4	-0.8
Cc1ccccc1NC(=O)/C(C#N)=C/c1ccc[nH]1	-3	-0.2	2	-5	2	-8	i	-6	1	0.2
CCC(C)Nc1nc(Cl)nc(N(C#N)CN2C(=O)c3ccccc3S2(=O)=O)n1 (stereo not drawn)	-2	0.1	-1	-6	-1	1	i	2	3	-1.0
O=C(Nc1ccc2nc(-c3ccc(Br)o3)[nH]c2c1)c1ccco1	0	-1.3	-5	-13	2	12	i	-4	-1	1.6
CC(=O)N1CCc2cc(Br)cc(S(=O)(=O)CCC(=O)Nc3c(C)n(C)n(-c4ccccc4)c3=O)c21	-6	0.0	1	1	10	3	i	2	18	-1.6
O=C(Nc1cccc(S(=O)(=O)N2CCOCC2)c1)c1ccc(Cl)c([N+](=O)[O-])c1	2	7.7*	-4	-4	-1	-9	i	-3	-33	1.1
CCOC(=O)C1=C(CNCc2ccc(F)cc2)NC(=O)NC1c1cccc([N+](=O)[O-])c1 (stereo not drawn)	1	0.8	0	-1	0	-10	i	-2	4	0.6
Cc1ccc(S(=O)(=O)N(CC#N)CC#N)cc1	-15	0.2	0	-3	0	0	i	-3	1	-1.8
Cc1cc(NC(=O)CCC(=O)N(CC(=O)NCC2CCCO2)c2ccc(C)c(C)c2)no1 (stereo not drawn)	2	-0.6	2	0	2	6	i	0	-8	-0.5
C[C@@H](C(=O)NCCc1ccccc1F)N1C(=O)N2CCc3c([nH]c4ccccc34)[C@@]2(C)C1=O	-2	1.1	1	-1	1	-1	i	5	-2	0.5
COC(=O)c1cccnc1NC(=S)NNC(=O)c1ccccc1	-3	-1.4	1	0	4	0	i	0	36	-1.2
O=C1CCN(Cc2ccccc2)CCN1[C@H](CSc1ccccc1)c1ccccc1	-4	-0.4	8	-6	0	3	i	2	0	-0.9
Cc1cccc(N2CCN(CC(=O)Nc3nccs3)CC2)c1C	7	-0.9	0	4	0	-2	i	5	0	-0.4
CC(C)CNC(=O)COC(=O)/C=C/c1ccccc1[N+](=O)[O-]	-1	-0.1	39	3	-5	-15	i	4	3	-0.1
O=C(CC1(O)C(=O)N(C/C=C/c2ccccc2)c2ccccc21)c1ccccn1 (stereo not drawn)	10	-0.4	-3	-4	-1	-10	i	-2	1	0.3
O=C(NCc1cccc(C(F)(F)F)c1)c1[nH]c(C(F)(F)F)nc1-c1ccccc1	7	-1.0	8	/	-2	7	i	-2	10	2.4
CC1(C(=O)Nc2ccc3c(c2)OCO3)CCN1C(=O)CC1CC1 (stereo not drawn)	1	-0.2	2	/	1	3	i	-6	0	-1.2
Cc1ccc(CNC(=O)c2ccc(N3CCC4(CC3)CC(c3ccccc3)=NO4)c([N+](=O)[O-])c2)cc1	-2	-0.4	-1	-2	2	-7	i	6	-6	1.5
O=C(NCCCn1ccnc1)c1ccc(S(=O)(=O)N2CCCCCC2)cc1	3	-1.1	4	-2	0	2	i	-4	5	2.5
COC(=O)CN(c1ccc2c(c1)OCCO2)S(=O)(=O)c1ccccc1	3	-0.7	0	-7	-1	-3	i	0	2	-1.9
COc1ccccc1NC(=O)NCCc1c[nH]c2ccccc12	3	0.2	-2	-16	0	-6	i	-4	-10	0.0
CC1=C(C(=O)N2CCCCCC2)CC(CC(=O)NCCN2CCOCC2)C(=O)N1Cc1ccccc1 (stereo not drawn)	5	-0.1	7	/	1	-4	i	-2	4	-1.2
S=c1[nH]nc(-c2ccccc2)n1Cc1ccccc1	-1	-0.7	2	-2	0	2	i	6	-7	-1.0
COc1cc(/C=N/NC(N)=S)ccc1OCC(=O)Nc1ccc(C)c(C)c1	7	-0.2	6	8	0	0	i	10	-68	3.4
O=C(COc1ccccc1O)NCCN1CCOCC1	4	-0.8	-3	7	0	-3	i	-2	-7	-1.7
OC[C@@H]1CN(Cc2ccc(-c3ccccc3)cc2)C[C@H](n2cnc3c(NCc4ccncc4)ncnc32)O1	-2	-0.3	-13	/	2	1	i	1	6	2.2
COc1cc(/C=N/NC(=O)c2ccccc2O)ccc1OC(=O)CC1SC(=O)NC1=O (stereo not drawn)	-2	4.5	3	-2	0	-2	i	4	14	-0.2
O=c1[nH]c(/C=C2\C=Nc3ccccc32)c(O)n1Cc1ccccc1F	-5	2.3	-16	-9	-3	0	i	-5	-7	1.3
CC1Sc2ccc(S(=O)(=O)NCc3ccccc3)cc2NC1=O (stereo not drawn)	2	-0.5	-1	1	-3	6	i	-7	4	-0.3
N=c1n(CC(=O)c2ccc(Br)s2)c2ccccc2n1Cc1ccccc1	4	0.7	5	6	-3	-50	i	3	6	3.0
Cc1nc(C(=O)O)cc([N+](=O)[O-])c1C	1	0.6	1	/	-2	-12	i	-3	-5	-0.6
O=C(Nc1ccc(S(=O)(=O)N2CCOCC2)cc1)c1cc(S(=O)(=O)N2CCOCC2)ccc1Cl	-1	0.1	0	-7	-1	1	i	3	-20	0.0
C/C(CCc1ccc2c(c1)OCO2)=N\N=C(/N)SC1CC(=O)N(c2ccccc2F)C1=O (stereo not drawn)	2	-0.5	-2	-11	-3	4	i	4	-74	1.4
Cc1cccc(Nc2nc(Cl)ncc2F)c1C	0	0.4	1	-3	0	0	i	-5	2	-3.7
O=C1CCC(C(=O)N2CCCCCCC2)CN1Cc1cccc(C(F)(F)F)c1 (stereo not drawn)	-6	0.6	0	-2	-2	-2	i	2	2	-2.8
NC[C@H](Cc1ccccc1)NCCCCC1CCCCC1	4	-0.4	9	4	10	12	i	-10	1	-0.6
COC(=O)c1c(NC(=O)COc2ncnc3ccccc23)sc(C)c1C	2	-0.6	-1	-7	-2	0	i	1	3	0.1
CCS(=O)(=O)N1CCN(c2ccc([N+](=O)[O-])c(NC(C)c3ccccc3)c2)CC1 (stereo not drawn)	-4	-0.7	-7	-19	4	-16	i	-8	-2	2.6
CCCc1ccc(OCc2ccc(C(=O)O)o2)c(OC)c1	-3	-0.7	9	1	3	6	i	-3	-11	-3.6
CCCCN(CC)CCNC(=O)c1cc2c(=O)[nH]c3ccc(C)cc3c2s1	5	-0.3	0	-9	2	-8	i	-5	-10	1.7
CC1=CC(c2ccc(Cl)cc2)n2ncnc2N1 (stereo not drawn)	-2	-0.2	6	-6	-3	0	i	1	1	-1.2
COc1cc(NC(=O)c2ccccc2[N+](=O)[O-])ccc1NC(=O)c1cc2ccccc2o1	4	0.2	-6	-11	1	-6	i	-7	1	3.9
